# Screening results (PubChem)
# TR-FRET SRC-2 ct – counter-screen for PPARgamma SRC-2 recruitment agonists: TR-FRET artefact; actives 0.4% (n = 200,000); stronger effect = higher value; TR-FRET ratio at 8 µM; in the data active = TR-FRET ratio above about 2000; note: inactives centre near 1500; reference of the scale not given here
# PPARg SRC1 recr – promotes SRC-1 coactivator recruitment by human PPARgamma | P37231 | PPARgamma-SRC-1 coactivator recruitment biochemical assay | activation, % at 8 µM | actives 0.41% (n = 200,000) | AID 631; in the data active = activation above about 19%;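 note: 0% = DMSO and 100% = reference agonist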
# Target sequence (P37231 whole entry, looked up): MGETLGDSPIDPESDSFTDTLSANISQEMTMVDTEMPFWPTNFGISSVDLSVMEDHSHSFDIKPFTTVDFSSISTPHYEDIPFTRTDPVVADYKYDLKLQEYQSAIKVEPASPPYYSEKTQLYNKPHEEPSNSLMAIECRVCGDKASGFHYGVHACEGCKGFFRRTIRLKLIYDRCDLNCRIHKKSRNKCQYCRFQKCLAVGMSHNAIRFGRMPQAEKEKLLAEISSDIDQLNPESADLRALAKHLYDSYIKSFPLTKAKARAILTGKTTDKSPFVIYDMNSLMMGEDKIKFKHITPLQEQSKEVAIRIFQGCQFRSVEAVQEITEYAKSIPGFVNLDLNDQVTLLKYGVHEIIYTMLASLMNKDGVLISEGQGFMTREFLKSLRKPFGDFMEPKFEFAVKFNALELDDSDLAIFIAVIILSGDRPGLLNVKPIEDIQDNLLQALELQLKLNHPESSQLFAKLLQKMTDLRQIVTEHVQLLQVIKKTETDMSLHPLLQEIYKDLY
# PPARg SRC-3 ag – promotes SRC-3 coactivator recruitment by human PPARgamma; biochemical PPARgamma/SRC-3 coactivator recruitment assay; activation, % at 8 µM; P37231; actives 0.26% (n = 200,000); in the data active = activation above about 23%;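 note: 0% = DMSO and 100% = reference agonist; some compounds past the cut are filed as inactive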
# HMGR II inh – blocks class II HMG-CoA reductase of Enterococcus faecalis; purified E. faecalis HMGR, NADPH absorbance 340 nm kinetic; AID 1066; inhibition, % at 10 µM; actives 0.41% (n = 190,000);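 active = inhibition above a set limit, the median over all tested compounds plus 3 SD, cut at about 9.5% in these data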;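 note: enzyme runs in reverse so mevalonate oxidation gives rising NADPH absorbance; 0% = complete reaction with DMSO and 100% = background rate lacking mevalonate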
# Redox H2O2 prof – compounds producing H2O2 with reducing agent – biochemical, NIH compound library profiling, artefact control for MLSCN library redox annotation, primary screen | DTT-dependent redox cycling H2O2, phenol red/HRP absorbance; 100% = 100 µM peroxide control, 0% = buffer | activation, % at 10 µM | actives 0.03% (n = 200,000) | AID 878;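 active = activation of at least 50% relative to the plate's high and low controls in the primary single-dose screen; inactive = activation below 50%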;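 note: compound incubated with DTT at 0.8 mM final as the reducing agent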
# RAM network inh – blocks the yeast RAM network; AID 868; actives 1.8% (n = 190,000); inhibition, % at 50 µM; S. cerevisiae dse1pr::URA3 reporter, 5-FOA growth OD615, 2 d; analog-sensitive cbk1-as2 kinase mutant strain;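 active = inhibition above a set limit, 3 SD over mean compound inhibition, cut at about 8.4% in these data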;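 note: 0% = DMSO-only wells with no growth and 100% = 10 µM 1-NA-PP1 full growth; inhibition rescues growth on 5-FOA so higher OD means more RAM inhibition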
# PPARg SRC-2 ag – PPARgamma-driven SRC-2 recruitment agonism | P37231 | PPARgamma LBD-SRC-2 recruitment, biochemical | activation, % at 8 µM | actives 0.34% (n = 200,000) | AID 1032; in the data active = activation above about 22%;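 note: 0% = vehicle and 100% = reference agonist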
# L major viab – inhibitors of Leishmania major promastigote growth; AID 1063; inhibition, % at 10 µM; actives 9% (n = 200,000); Leishmania major promastigotes, resazurin fluorescence viability; in the data active = inhibition above about 50%;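 note: promastigotes grown with compound for 44 hours at 28 °C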
# S1P3 antagonist – blocks the human S1P3 receptor; inhibition, % at 4.98 µM; CHO S1P3 NFAT-BLA reporter, FRET fluorescence, antagonist mode; Q99500; actives 0.27% (n = 170,000);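 active = inhibition above the plate cutoff, the mean inhibition of test wells on that plate plus 3 SD, cut at about 28% in these data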;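 note: cells challenged with S1P at its EC80 of 0.8 µM; blue over green emission ratio from cleaved BLA substrate after 4 h stimulation; 0% = S1P-stimulated wells and 100% = unstimulated DMSO-only wells; some compounds past the cut are filed as inactive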
# Target sequence (Q99500 whole entry, looked up): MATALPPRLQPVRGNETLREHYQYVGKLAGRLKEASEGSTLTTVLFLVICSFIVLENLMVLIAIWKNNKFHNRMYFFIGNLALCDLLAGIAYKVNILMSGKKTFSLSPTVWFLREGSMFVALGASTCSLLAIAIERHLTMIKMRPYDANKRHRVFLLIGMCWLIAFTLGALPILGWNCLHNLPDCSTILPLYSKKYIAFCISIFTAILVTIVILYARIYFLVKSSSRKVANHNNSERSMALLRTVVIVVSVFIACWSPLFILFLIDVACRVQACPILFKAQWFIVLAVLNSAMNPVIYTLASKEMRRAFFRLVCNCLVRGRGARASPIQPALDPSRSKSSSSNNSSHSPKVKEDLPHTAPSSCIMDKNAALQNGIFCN
# ROMK mod – human ROMK K+ channel modulation, primary screen | P48048 | Tet-inducible ROMK, thallium flux fluorescence; actives lie on both sides | B-score at 10 µM | actives 2% (n = 130,000) | AID 1918;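 active = signal ratio slope over the read window, or its plate-corrected B-score, at least 3 SD from the plate mean, either direction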;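 note: B-score of the F/F0 ratio slope over 7 to 12 s after thallium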
# bIAP inh – intestinal alkaline phosphatase (bovine) inhibition; purified bovine IAP, CDP-star luminescence, 30 min; inhibition, % at 20 µM; 190,000 tested, under 10 active;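 active = over 50% inhibition of intestinal alkaline phosphatase at 20 µM in the single-dose screen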
#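 Incubation: 30 min reaction at room temperature / Material: purified bovine intestinal alkaline phosphatase (IAP) enzyme / Input: enzyme at 1/65,000,000 dilution / Dosing: 20 µM single dose / Signal: CDP-star luminescence signal / Reagent: CDP-star chemiluminescent phosphatase substrate, 30 µM final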
# Active calls of the source: *; . = no result given.
item	compound	S1P3 antagonist	PPARg SRC-3 ag	L major viab	bIAP inh	ROMK mod	PPARg SRC-2 ag
1	COc1n[nH]c(C(=O)Nc2cc(Cl)ccc2Cl)c1[N+](=O)[O-]	-10	1	89*	2	-1	4
2	CCC(=O)Nc1ccc(Cl)c(NC(=O)c2cccnc2)c1	6	13	-7	6	0.16	4
3	COc1ccc(Cc2n[nH]c(=O)c3ccccc23)cc1OC	-3	13	15	0	.	2
4	O=C(Nc1cc(S(=O)(=O)N2CCCCC2)ccc1O)c1ccccc1NS(=O)(=O)c1ccc(F)cc1	5	2	-9	14	3.3*	6
5	Cc1ccc(CN2CCN(Cc3cccc(C)n3)CC2CCO)cc1 (stereo not drawn)	3	2	-2	-24	0.74	-4
6	CCN(CC)C(=O)CSc1nc2cc3c(cc2c(=O)n1CCCC(=O)NCc1ccc(OC)cc1)OCO3	13	5	9	-20	-0.11	6
7	CCCc1cc(=O)[nH]c(SCc2ccccc2)n1	-2	-1	-8	-1	.	7
8	COc1cccc(NC(=S)NNC(=O)c2ccccc2OC(F)F)c1	.	8	2	-27	.	6
9	COc1ccc(OCc2nn3c(-c4ccccn4)nnc3s2)cc1	-7	1	28	6	.	-4
10	COC(=O)C1=C(C(=O)OC)C2(OC1c1ccc(Br)cc1)C(=O)c1ccccc1C2=O (stereo not drawn)	.	-4	-1	1	.	5

item	PPARg SRC1 recr	TR-FRET SRC-2 ct	Redox H2O2 prof	RAM network inh	HMGR II inh
1	8	1577	-1.3	1.6	-6
2	2	1622	-3.2	-0.5	4
3	5	1468	-0.5	0.7	-5
4	-2	1709	0.3	6.8	5
5	-3	1431	-0.4	-1.6	-3
6	1	1649	-0.3	1.3	-1
7	6	1653	-0.3	-0.2	-1
8	13	1615	-3.8	2.9	-1
9	7	1255	0.0	0.6	4
10	-6	1608	0.6	0.5	-4

# Molecules from the list above containing an aryl thioether with sulfur outside any ring:
item	compound	S1P3 antagonist	PPARg SRC-3 ag	L major viab	bIAP inh	ROMK mod	PPARg SRC-2 ag
6	CCN(CC)C(=O)CSc1nc2cc3c(cc2c(=O)n1CCCC(=O)NCc1ccc(OC)cc1)OCO3	13	5	9	-20	-0.11	6
7	CCCc1cc(=O)[nH]c(SCc2ccccc2)n1	-2	-1	-8	-1	.	7

item	PPARg SRC1 recr	TR-FRET SRC-2 ct	Redox H2O2 prof	RAM network inh	HMGR II inh
6	1	1649	-0.3	1.3	-1
7	6	1653	-0.3	-0.2	-1

# The results go on.
item	compound	S1P3 antagonist	PPARg SRC-3 ag	L major viab	bIAP inh	ROMK mod	PPARg SRC-2 ag
11	CCCC(NCC(O)COc1ccc(-c2ccccc2)cc1)c1ccccc1 (stereo not drawn)	-12	-5	82*	21	-0.11	0
12	O=C(NCc1ccco1)c1c(F)cccc1Cl	-3	4	-7	10	0.22	-3
13	COc1ccc(Sc2cnn(-c3ccccc3)c(=O)c2Cl)cc1	.	7	44	15	.	14
14	CC(C)CCNC(=O)Cc1ccccc1[N+](=O)[O-]	.	1	-7	-5	.	-4
15	CCOC(=O)C1=C(N)OC2=C(C(=O)CCC2)C1c1cccs1 (stereo not drawn)	6	-2	10	2	1.8	0
16	COc1ccc(-n2nnnc2-c2cnc3cc4c(cc3c2C)OCO4)cc1	.	10	4	3	.	4
17	CCCOC(=O)CSc1nc(N)c(C#N)c(CC)c1C#N	-27	2	-19	5	.	1
18	O=C(OCCCc1ccncc1)c1ccc(S(=O)(=O)N2CCOCC2)cc1	-12	-13	-6	15	-1.9	-10
19	O=C(CSC(=S)N1CCOCC1)Nc1nc(=O)c2ccccc2s1	9	0	-7	3	-0.62	3
20	CC(C)(C)CC(=O)Nc1nnc(C(F)(F)F)s1	.	-1	8	0	-0.023	5

item	PPARg SRC1 recr	TR-FRET SRC-2 ct	Redox H2O2 prof	RAM network inh	HMGR II inh
11	-12	1537	0.2	-0.1	-1
12	0	1546	-0.5	0.5	-4
13	6	1883	-4.4	2.6	2
14	5	1449	0.4	2.3	-1
15	4	1568	0.3	-0.3	-8
16	2	1684	-7.8	-1.3	-1
17	4	1664	3.0	1.7	-2
18	2	1523	0.1	-0.5	3
19	6	1728	-0.5	3.9	-2
20	8	1620	0.8	1.4	-4

# Compound profiles, as listed above. Screens in order: S1P3 antagonist	PPARg SRC-3 ag	L major viab	bIAP inh	ROMK mod	PPARg SRC-2 ag	PPARg SRC1 recr	TR-FRET SRC-2 ct	Redox H2O2 prof	RAM network inh	HMGR II inh
# O=C(CSC(=S)N1CCOCC1)Nc1nc(=O)c2ccccc2s1 reads 9	0	-7	3	-0.62	3	6	1728	-0.5	3.9	-2
# O=C(NCc1ccco1)c1c(F)cccc1Cl reads -3	4	-7	10	0.22	-3	0	1546	-0.5	0.5	-4

# The list continues.
item	compound	S1P3 antagonist	PPARg SRC-3 ag	L major viab	bIAP inh	ROMK mod	PPARg SRC-2 ag
21	O=C(Nc1ccc(F)cc1F)c1ccc(-n2cccn2)c([N+](=O)[O-])c1	-14	-4	0	0	0.021	5
22	CC1CN(c2ncnc3c2c(-c2ccccc2)cn3-c2ccc(F)cc2)CC(C)O1 (stereo not drawn)	9	0	26	-8	-0.52	3
23	Cc1ccc2nc(Nc3nc(-c4ccccc4)cc(=O)[nH]3)nc(C)c2c1	.	9	4	4	.	10
24	CN(C)CCNC(=O)C1CC(=O)N(c2ccc(F)c(Cl)c2)C1 (stereo not drawn)	.	3	-4	-6	-0.4	1
25	Oc1ccc(/C=N/Nc2cc(N3CCOCC3)nc(N3CCOCC3)n2)cc1O	-10	8	-11	4	0.24	4
26	CC(C)N1CCN(Cc2nc3ccccc3s2)CC1CCO (stereo not drawn)	-21	1	-6	4	0.078	-1
27	O=C(O)c1cc(-c2ccc(Cl)cc2)n[nH]1	0	-3	-1	24	-0.15	3
28	O=C(CNC(=O)c1ccccc1)NCCO	10	1	-7	-1	0.38	4
29	CCN(CC)c1ccc(NC(=O)c2cncc(Br)c2)cc1	28	14	2	21	.	8
30	O=C(NCCc1ccccc1)c1ccc(Cl)c([N+](=O)[O-])c1	.	0	1	12	.	8

item	PPARg SRC1 recr	TR-FRET SRC-2 ct	Redox H2O2 prof	RAM network inh	HMGR II inh
21	3	1466	-0.8	0.1	0
22	5	1479	-1.1	8.7*	2
23	10	1634	0.6	2.3	3
24	-3	1293	0.1	-0.3	-7
25	10	1543	-0.3	0.5	-4
26	2	1663	0.9	3.0	0
27	-6	1469	0.5	0.6	4
28	5	1582	0.1	-0.1	3
29	6	1762	1.1	-1.0	3
30	-2	1584	2.2	1.1	-10

item	compound	S1P3 antagonist	PPARg SRC-3 ag	L major viab	bIAP inh	ROMK mod	PPARg SRC-2 ag
31	COc1ccc(-c2ccc3nnc(SCC(N)=O)n3n2)cc1	-11	1	-5	9	0.49	-1
32	CCOC(=O)c1c(-c2ccccc2)csc1NC(=O)/C(C#N)=C/c1ccc(OC)c(OC)c1	13	-1	36	0	.	-4
33	O=[N+]([O-])c1cccc(-c2ccc(/C=N/n3c(-c4ccccc4)n[nH]c3=S)o2)c1	-5	-1	3	8	.	1
34	COc1ccc(-n2nnnc2SCC(=O)c2ccc3c(c2)OCCO3)c(OC)c1	10	-3	-7	6	.	2
35	CC(=O)NC(Cc1ccc(F)cc1)C(=O)NC1CCN(c2nnnn2-c2ccccc2)CC1 (stereo not drawn)	-16	8	-12	-2	.	-4
36	COc1cc(OC)c(C2=NOC(C(=O)N3CCN(C(=O)c4ccco4)CC3)C2)cc1Cl (stereo not drawn)	-9	0	-5	-22	0.003	0
37	CCOc1ccc(C2C(C(=O)O)c3ccccc3C(=O)N2CCN2CCOCC2)cc1 (stereo not drawn)	-14	9	-5	7	0.56	1
38	COC(=O)c1c(NC(=O)CN2CCN(S(=O)(=O)c3ccccc3[N+](=O)[O-])CC2)sc2c1CCC(C)C2 (stereo not drawn)	0	0	76*	26	0.12	1
39	Cc1cccc(N=CC=C2OC(C)(C)C(C)(C)O2)c1	13	5	35	-43	.	-7
40	Cc1ccc(N(C(=O)Cc2c[nH]c3ccccc23)C(C(=O)NC2CCCCC2)c2ccco2)cc1 (stereo not drawn)	.	-4	24	10	.	-7

item	PPARg SRC1 recr	TR-FRET SRC-2 ct	Redox H2O2 prof	RAM network inh	HMGR II inh
31	5	1609	4.0	2.0	1
32	-9	1495	0.8	4.9	0
33	-2	1417	0.6	1.0	-6
34	6	1517	2.7	3.6	-2
35	3	1378	0.3	-0.6	-2
36	2	1496	0.0	-0.2	-4
37	6	1755	0.3	0.4	-1
38	4	1344	0.6	2.1	0
39	3	1466	-0.7	-0.5	-3
40	-3	1531	1.5	2.2	-3
